From PubChem BioAssay
Giardia killer: Small Molecules that selectively kill Giardia lamblia: qHTS; actives 0.15% (n = 340,000); activity change, % at 7.66 µM, hits read low; Giardia lamblia trophozoite viability; AID 540267, 2011; in the data active = activity change below about -80%; inconclusive = between about -30% and that limit;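 note: parasites exposed to compound for two days anaerobically before the ATP read; % is set by controls: 0 for no effect and ±100 for the full control effect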
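Killing of trophozoites was scored by loss of ATP luminescence after a 48 hrs anaerobic exposure to compounds at 37 deg C, using 100 cells per well.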
Integrin act MD: qHTS for Activators of Integrin-Mediated Alleviation for Muscular Dystrophy. actives 0.064% (n = 350,000). alpha7betagal myoblasts, beta-gal FDG fluorescence, 48 h. Potency, µM (series often up to 38.3 µM), inactives show at the highest dose activation, most hits filed as activators. AID 624291, 2012;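 note: potency is the fitted concentration of half-maximal effect; 100% = response of the positive control SU9516; nearly all actives have a fitted effect of over 60% in size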
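alpha7betagal+/- myoblasts (passage 13, 250/well) treated 48 h at 37C with compounds at 1:260 dilution of DMSO stock. Lysed, then beta-galactosidase activity read as FDG fluorescence (ex 480/em 540) after 30 min, with pre-read for autofluorescence.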
B2AR arrestin: qHTS assay of beta-arrestin-biased ligands of beta2-adrenergic receptor. beta-arrestin recruitment to beta2AR, cell-based reporter. Beta-2 adrenergic receptor (Homo sapiens), P07550. AID 492947, 2010. actives 0.02% (n = 330,000). Potency, µM (highest dose often 46.1 µM), without a hit: top-dose activation, actives largely listed as activators;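 note: potency is the fitted concentration of half-maximal effect; 0% = DMSO controls and full agonism = EC100 isoproterenol or metaproterenol; nearly all actives have a fitted effect of over 65% in size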
Target sequence (P07550 whole entry, looked up): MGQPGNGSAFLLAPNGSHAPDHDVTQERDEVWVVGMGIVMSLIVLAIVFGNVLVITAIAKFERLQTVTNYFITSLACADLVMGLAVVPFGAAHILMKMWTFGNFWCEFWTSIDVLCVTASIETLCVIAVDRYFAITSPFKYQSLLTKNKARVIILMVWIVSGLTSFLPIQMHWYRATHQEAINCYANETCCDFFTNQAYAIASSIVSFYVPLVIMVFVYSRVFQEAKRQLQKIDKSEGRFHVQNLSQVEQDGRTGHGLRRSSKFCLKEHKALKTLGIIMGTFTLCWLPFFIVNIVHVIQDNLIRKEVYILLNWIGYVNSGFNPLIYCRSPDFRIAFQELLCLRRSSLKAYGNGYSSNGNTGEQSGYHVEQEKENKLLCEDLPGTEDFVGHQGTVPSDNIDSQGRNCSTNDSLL
GALK inh: qHTS Assay for Inhibitors of Human Galactokinase (GALK); Potency, µM (top dose mostly 57.5 µM), without a hit: at the highest dose activity change, negative = inhibition, hits mostly inhibitors; actives 0.007% (n = 270,000); AID 1868, 2009; Purified GALK, Kinase-Glo residual ATP luminescence; P51570; note: potency is the fitted concentration of half-maximal effect; % is set by controls: 0 for no effect and ±100 for the full control effect
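The enzyme phosphorylates galactose (100 uM) using ATP (35 uM); inhibition is detected as higher residual ATP, quantified by bioluminescence after 1 h reaction at room temperature, pH 8.0.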
Menin-MLL TR inh: qHTS Assay for Inhibitors Targeting the Menin-MLL Interaction in MLL Related Leukemias: Competition With Texas Red Labeled MLL-derived Mutant Peptide | O00255 | AID 1768, 2009 | Potency, µM (doses to about 61.6 µM), without a hit: at the highest dose FP activity change, negative = inhibition, actives largely listed as inhibitors | Menin + Texas Red MLL mutant peptide, fluorescence polarization | actives 0.23% (n = 270,000); active = well fitted inhibition curve with a large enough effect in the polarisation, with a control signal flat, not every such curve was filed as active; inconclusive = small, poorly fitted or top-dose-only effect, or effect the other way, or a change in a side signal; inactive = no such curve, though single readings can be large or run the other way; the % refers to the polarisation; note: potency is the fitted concentration of half-maximal effect; % of control where 0% means no effect; many of its hits are not listed in these tables
PKM2 act: qHTS Assay for Activators of Human Muscle isoform 2 Pyruvate Kinase; Pyruvate kinase PKM (Homo sapiens), P14618; actives 0.34% (n = 260,000); Potency, µM (highest dose often 57.5 µM), for inactives: at the highest dose activation, actives largely listed as activators; purified PKM2, Kinase-Glo ATP luminescence, activation; response scale: 0% is enzyme alone, no compound; note: potency is the fitted concentration of half-maximal effect; % is set by controls: 0 for no effect and ±100 for the full control effect; nearly all actives have a fitted effect of over 55% in size
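ATP formation by purified human PK-M2, quantified via coupled luciferase luminescence after 1 h at room temperature with 0.1 mM ADP and 0.5 mM PEP final.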
Chronic BCR inh: qHTS Assay to Find Inhibitors of Chronic Active B-Cell Receptor Signaling | Potency, µM (top dose mostly 46.1 µM), for the others: at the top dose ratio change, negative = lower green/red ratio, actives largely listed as inhibitors | actives 0.05% (n = 340,000) | ABC-DLBCL IkBa-CBG/CBR reporter, luminescence ratio, 4 h; active = well fitted inhibition curve with a large enough effect in the signal ratio, with a control signal flat, not every such curve was filed as active; inconclusive = small, poorly fitted or top-dose-only effect, or effect the other way, or a change in a side signal; the % refers to the signal ratio;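 note: potency is the fitted concentration of half-maximal effect; plate controls were basal doxycycline-induced cells for no effect and cells given 10 µM MG132 for full effect; MG132 reads +100%, hits lower the ratio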
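TMD8 ABC-DLBCL cells carrying doxycycline-inducible green luciferase fused to IkappaBalpha plus unfused red luciferase were exposed to compounds (up to 46 uM) for 4 hrs at 37C. Activity came from the overlap-corrected green/red luminescence ratio.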
Tb PFK block: qHTS Assay to Find Inhibitors of T. brucei phosphofructokinase. ATP-dependent 6-phosphofructokinase (Trypanosoma brucei brucei), O15648. T. brucei PFK, ADP-Glo luminescence. Potency, µM (series often up to 57.5 µM), for inactives: top-dose activity, negative = inhibition, most hits filed as inhibitors. actives 0.17% (n = 330,000). AID 485367, 2010;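 note: potency is the fitted concentration of half-maximal effect; 0% = uninhibited 1x PFK enzyme wells and -100% = no-enzyme wells; nearly all actives have a fitted effect of over 60% in size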
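PFK 1.25 nM, F6P 0.5 mM, ATP 0.1 mM, 0.1 M TEA pH 8.0, 5 mM MgCl2, 0.01% Tween20, 0.1% BSA; 45 min RT. ADP-Glo readout. qHTS titration up to 57 uM; curves fitted, compounds curve-classed.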
PTAP TSG101 blk: qHTS Assay for Iinhibitors of HIV-1 Budding by Blocking the Interaction of PTAP/TSG101; Potency, µM (highest dose often 115 µM), without a hit: at the highest dose activity change, negative = inhibition, most hits filed as inhibitors; AID 493005, 2010; 340,000 tested, under 10 active; Fluorescence polarization, FITC-PTAP peptide / Tsg101 binding; active = well fitted inhibition curve with a large enough effect in the main read-out, with a control signal flat, not every such curve was filed as active; inconclusive = small, poorly fitted or top-dose-only effect, or effect the other way, or a change in a side signal; inactive = no such curve, though single readings can be large or run the other way; note: potency is the fitted concentration of half-maximal effect; % of control where 0% means no effect
Target sequence (Q99816 whole entry, looked up): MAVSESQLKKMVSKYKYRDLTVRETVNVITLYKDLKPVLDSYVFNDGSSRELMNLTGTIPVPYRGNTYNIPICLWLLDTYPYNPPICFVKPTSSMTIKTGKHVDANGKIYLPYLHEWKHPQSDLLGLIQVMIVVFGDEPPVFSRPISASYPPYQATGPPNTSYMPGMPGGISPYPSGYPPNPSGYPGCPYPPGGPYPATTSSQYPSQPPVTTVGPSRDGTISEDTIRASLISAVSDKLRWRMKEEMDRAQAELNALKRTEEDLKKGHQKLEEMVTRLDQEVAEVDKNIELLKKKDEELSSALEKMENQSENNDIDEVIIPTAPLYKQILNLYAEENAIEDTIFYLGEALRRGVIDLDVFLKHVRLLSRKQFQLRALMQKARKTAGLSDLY
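Steps: Tsg101 binding domain dispensed (10 uM final), compounds pinned in DMSO, FITC-labeled PTAP-motif peptide added (50 nM final); after 20 min binding at room temperature, polarization measured.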
FBPA coupling cs: qHTS Assay for Inhibitors of Fructose-1,6-bisphosphate Aldolase from Giardia Lamblia: Coupling assay counterscreen; actives 0.67% (n = 290,000); activity change, negative = inhibition, % at 58.2 µM, hits read low; coupling enzyme system counterscreen, AmpLite Red fluorescence; AID 2472, 2010; in the data active = activity change below about -30%; note: % is set by controls: 0 for no effect and ±100 for the full control effect
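Activity here indicates interference with the coupling reaction, not aldolase inhibition. Compounds at 57.5 uM final met coupling enzymes for 10 min at RT; substrate and AmpLite Red detection followed, with a 525/598 nm fluorescence read after 20 min.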
ASM inhibitor: Inhibitors of Secretory Acid Sphingomyelinase (S-ASM): qHTS. Sphingomyelin phosphodiesterase (Homo sapiens), P17405. placental ASM, HMU-PC fluorogenic substrate, 60 min. Potency, µM (titrated, usually from 57.5 µM), for the others: at the top dose activity change, negative = inhibition, most hits filed as inhibitors. actives 0.006% (n = 340,000). AID 504937, 2011; note: potency is the fitted concentration of half-maximal effect
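Human placenta-derived ASM enzyme was preincubated with compound for 10 minutes at room temperature, then given fluorogenic substrate HMU-PC0 (9 uM final) for 60 minutes at 37 °C; a pH 10 stop preceded fluorescence reading at Ex 386/Em 447 nm.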
Numbers without * were called inactive; ? = inconclusive; . = not tested or not shown; & = joins results of further samples; [ ] = another dose, or the depositor's remark. Unless noted, calls come from the whole dose curve; as a rule, active = well fitted curve in the direction sought with a large enough effect; inconclusive = small, poorly fitted or top-dose-only effect, or another doubt; inactive = no such curve, though single readings can be large; an effect the other way counts as inactive or inconclusive.

mol,Giardia killer,Integrin act MD,B2AR arrestin,GALK inh,Menin-MLL TR inh,PKM2 act,Chronic BCR inh,Tb PFK block,PTAP TSG101 blk,FBPA coupling cs,ASM inhibitor
CC1Cc2ccccc2N1C(=O)CSc1nnc(Cc2ccccc2)n1CCc1ccccc1 (centres undefined),11,0%,-1.0%,-1%,?,5%,?,4%,1%,1,-3%
CC(=O)OC[C@H]1O[C@@H](Sc2cccc3cccnc23)[C@H](OC(C)=O)[C@@H](OC(C)=O)[C@H]1OC(C)=O,18,-53%[inhibitor],?,2%,1%,11%,?,3%,-2%,4,.
COc1ccc(CCNC(=O)c2cc(-c3ccc(Cl)c(Cl)c3)oc2C)cc1,13,1%,-0.8%,0%,-15%,-24%,?,2%,0%,3,-18%
Cc1c(OC(C)C(=O)NCC2CCC(C(=O)O)CC2)ccc2c1oc(=O)c1ccccc12 (centres undefined),0,2%,0.6%,.,-12%,1%,3%,-5%,-3%,0,14%
Cc1cc(C)c2c(=O)[nH]n(C3CCCCCC3)c2n1,0,1%,-0.2%,13%,-5%,-1%,-2%,-3%,-1%,-6,-1%
CCCCNS(=O)(=O)c1ccc2nc(-c3cccnc3)cc(C(=O)NCCOC)c2c1,7,?,0.1%,-1%,.,-7%,-2%&-2%,0%,-2%,0,-7%
CCN(CC)C(=O)C1CCN(S(=O)(=O)c2ccc(-n3cnnn3)cc2)CC1,-3,-8%,-0.8%,1%,14%,4%,9%,1%,0%,2,0%
Cc1cn2c(-c3cccnc3)nnc2s1,9,0%,0.0%,0%,-13%,-8%,0%,13%,-4%,3,3%
CSc1nsc(SC)c1CO,-7,1%,-0.7%,.,.,3%,-33%,0%,-2%,-2,-2%
Cc1ccc(-n2nc(C(=O)c3ccccc3)n3c(=O)cc(-c4ccccc4)nc23)cc1,-16,-2%,-0.7%,-2%,1%,0%,6%,-2%,-1%,1,4%
CC1CCCCN1C(=O)CSc1nnc(-c2c[nH]c3ccccc23)o1 (centres undefined),3,-12%,-0.7%,4%,?,8%,?,4%,-4%,0,-2%
COc1ccc(OC)c(NC(=O)CSc2nc(-c3ccccc3)cc(=O)[nH]2)c1,5,?,-0.2%,7%,30%[activator],0%[11.5 µM],-15%,-3%,-1%,0,1%
COc1ccc(OC)c(NC(=O)CSc2nnnn2C2CCCC2)c1,-19,-23%,-0.1%,13%,-8%,-4%,7%,-16%,-6%,-1,8%
Cc1ccc(S(=O)(=O)NNC(=O)/C=C/c2cccc(F)c2)cc1,3,3%,0.3%,-2%,-1%,.,-1%,14%,-6%,1,-4%
O=C1C=C(N(CCO)Cc2ccccc2)c2ccccc2C1=O,0,-67%[inhibitor],0.0%,?,-5%,.,?,1%,0%,-75*,-4%
CCC1COCCS(=O)(=O)N1Cc1ccccc1F (centres undefined),10,8%,-0.1%,.,-8%,-1%,1%,0%,0%,0,5%
O=c1c2c(-c3cccs3)csc2ncn1-n1cccc1,-6,-16%,2.6%,1%,-4%,-3%,?,0%,-5%,1,-2%
Cc1ccc(Cn2c(SCC(=O)Nc3cc(C)on3)nc3ccccc3c2=O)cc1,10,-2%,-0.2%,0%,35%[activator],-2%,3%,-4%,-4%,3,1%
Cc1nc(-c2cccc(NC(=O)c3cccs3)c2)cs1,10,10%,0.3%,-3%,-10%,0%,?,-4%,1%,0,2%
CN(/C(=N\S(=O)(=O)c1ccccc1)C(F)(F)F)c1ccccc1,-5,15%,-0.1%,-1%,?,-1%,-9%,0%,-3%,2,4%
O=C(NCCN1CCOCC1)C(=O)NCC1OCCN1S(=O)(=O)c1ccccc1 (centres undefined),12,?,0.3%,-2%,.,5%,-1%,-2%,-5%,.,-3%
CCOc1ccccc1OCCCC(=O)NNC(=O)c1ccc(F)cc1,-7,11%,2.0%,.,.,.,0%,0%,-4%,.,3%
CCOc1ccc(OCc2cccc(C(=O)N3CCCC3)c2)cc1,-8,-13%,-0.4%,-2%,0%,10%,-21%,0%,-8%,-2,2%
Cc1c(Cl)c([N+](=O)[O-])nn1CC(=O)NCc1cccnc1,-19,46%,-0.9%,1%,19%,0%,1%,-3%,-4%,1,2%
CC(=O)Nc1ccc(S(=O)(=O)N2CCN(Cc3cccc([N+](=O)[O-])c3)CC2)cc1,0,0%,3.6%,14%,6%,-7%,-3%,-8%,-11%,2,-3%
CCNC(=O)CCSc1nnc(-c2ccncc2)o1,-8,15%,-0.2%,0%,-1%,-4%,-2%,0%,6%,0,2%
COc1ccc(-c2c(-c3ccsc3)oc(=O)c3cc(OC)c(OC)cc23)cc1,2,17%,0.2%,.,.,.,-1%,-3%,-4%,.,-6%
O=C(c1ccccc1)c1cc(-c2ccccn2)c(N2CCOCC2)s1,6,-30%,-0.2%,0%,-1%,-3%,?,1%,-3%,2,18%
CCCNC(=S)Nc1ccccc1,3,13%,-0.6%,5%,-3%,-9%,7%,-4%,1%,2,1%
O=C(Nc1nccs1)C1(c2ccc(Cl)cc2)CC1,7,-10%,-0.2%,8%,15%,-2%,6%,-3%,-3%,-1,-3%
O=C(CCNC(=O)c1ccc(Br)cc1)Nc1cccc(S(=O)(=O)N2CCCC2)c1,-22,-35%,0.2%,.,.,.,0%,-8%,0%,.,0%
COc1ccc(OC)c(NC(=O)CSc2ccc3nnc(-c4cccnc4)n3n2)c1,3,10%,0.4%,0%,-1%,-5%,-7%,-2%,1%,0,2%
CC(=O)OCC1=C(C(=O)O)N2C(=O)C(NC(=O)Cn3nc(C(F)F)c(Cl)c3C)C2SC1 (centres undefined),-2,-9%,-0.5%,2%,6%,10%,-11%,3%,0%,0,0%
COc1ccc(N2CCN(C(=O)c3ccc4c(c3)OCO4)CC2)cc1,-2,21%,0.3%,-1%,-14%,-7%,9%,-5%,-5%,4,2%
O=C(NCc1ccccc1)C1(CC2CC(c3ccccc3)=NO2)CCNCC1 (centres undefined),-3,-30%,0.3%,.,.,.,-12%,2%,.,.,1%
Cc1onc(-c2ccccc2)c1C(=O)OCC(=O)Nc1ccc(C#N)cc1,2,30%,2.5%,.,.,.,-3%,0%,-1%,.,0%
CCOc1ccc(S(=O)(=O)N2CCCCC2)cc1NC(=O)C1COc2ccccc2O1 (centres undefined),-11,?,-0.1%,.,.,.,10%,-2%,0%,.,-3%
CCc1c(C(=O)N/N=C/c2ccc(OCc3ccc(F)cc3)c(OC)c2)nnn1-c1nonc1N,15,-7%,-0.1%,-1%,24%,1%,?,0%,-8%,0,-10%
CCOP(=O)(c1c(F)c(F)c(F)c(F)c1F)C(O)c1ccccc1 (centres undefined),23,-6%,0.2%,2%,2%,3%,0%,-5%,-1%,2,2%
CCOCCCNS(=O)(=O)c1ccc(NC(=O)c2ccccc2)cc1,14,-11%,0.2%,3%,-1%,-3%,1%,-3%,-2%,1,2%
Oc1ccc(/C=N/n2c(-c3ccco3)csc2=Nc2cccnc2)c(O)c1,2,-41%,-0.6%,-2%,?,28%,?,0%,-2%,-2,.
Cc1cccnc1NC(=O)c1ccc(NS(=O)(=O)c2ccc3[nH]c(=O)[nH]c3c2)cc1,-24,4%,0.3%,.,.,.,5%,0%,-1%,.,2%

Not all compounds are listed. The share of hits here may be higher or lower than overall.
